Assay outcomes: PubChem BioAssay, Small Molecule Screening Facility, UW Madison
PriA SSB inh: inhibitors of Klebsiella pneumoniae PriA binding to SSB C-terminal tail, primary screen, biochemical, AlphaScreen; 430,000 compounds, 0.6% hits; AlphaScreen SSBct-PriA binding, biotinylated peptide; inhibition, % at 33 µM; AID 1272365, 2023; in the data active means inhibition mostly above about 37%, no sharp cut-off; inactive means mostly below about 20%;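 further: plate controls were negative control peptide for no effect and reference peptide for full effect; strong numbers were not always called active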
* marks the source's active call; other numbers are inactive results; & = joins results of further samples. Only part of the results is shown (hit frequency here may not be typical).

structure	PriA SSB inh
Cc1ccc(S(=O)(=O)N2CCCC2CNC(=O)C(=O)NCCc2ccc(Cl)cc2)cc1 (configuration not stated)	-11
O=C(COc1ccccc1)Nc1nnc(CSc2ccccc2)o1	8
O=C(CSc1nnc(SCc2ccc(Cl)cc2)s1)NN=Cc1c[nH]c2ccccc12	-20
CC(CC(=O)Nc1ccc2c(c1)OCCO2)=NNC(=O)COc1cccc(C)c1	1
Cc1cc(NS(=O)(=O)c2ccc3ccccc3c2)ccc1N1CCCCC1=O	2
Cc1ccc(OC2CCN(C(=O)C3CC3)CC2)nn1	-6
CCOc1ccccc1C(=O)NC[C@@](O)(c1ccccc1)C1CC1	-10
O=C(NCc1ccnc(-c2ccsc2)c1)c1cccc(-n2cccn2)c1	-16
Cc1ccc(-c2nnc(-n3cnc4ccccc43)c3ccccc23)cc1	-14&9
Cn1nccc1C(=O)Nc1sc2c(c1C(N)=O)CCC2	-30&-4
CC(=NOC(=O)C1CC1)C1CC1c1ccc(F)cc1 (configuration not stated)	-21
O=C(NCCn1cncn1)C1CCCN1c1nc2ccccc2o1 (configuration not stated)	9
O=C(NN=Cc1ccco1)c1cc2ccccc2o1	-11
CCc1ccccc1NC(=O)C1(c2cccs2)CCCC1	-17&-5
COc1ccc(S(=O)(=O)Nc2ccc3c(c2)CN(C(=O)c2ccco2)CC3)cc1C	7
O=C(Nc1ccccc1)Nc1nc(C(=O)N2CCN(c3cccc(Cl)c3)CC2)cs1	0
CC(=O)c1ccc(NC(=O)Cc2csc(SCc3ccc(Cl)cc3)n2)cc1	-10
CC(=NNC(=S)Nc1ccccc1C)c1cc2ccccc2o1	7
O=C(CCc1ccc(C(F)(F)F)cc1)N1CCC(c2cccs2)CC1	-28
Cc1nc2c(=O)n(CC(=O)c3ccc4c(c3)OCO4)nc(-c3ccco3)c2s1	4
CC(=O)Nc1ccc(C(=O)NCCNC(=O)NCc2ccc(Cl)cc2)cc1	-9
CC1CCCC(C)N1C(=O)Nc1c[nH]c2ccccc12 (configuration not stated)	8
COc1ccc(C)c2sc(N(Cc3ccccn3)C(=O)c3ccno3)nc12	-13&0
C=C(C)Cn1c(-c2cccs2)nc2ccccc21	-4
COc1cc(C=NS(=O)(=O)CCc2ccccc2)ccc1O	-14
Cc1cc2ncn(Cc3ccccc3Cl)c2cc1C	0
CCC(NC(=O)c1cn[nH]n1)c1cccs1 (configuration not stated)	-8
COc1cccc(C(=O)Nc2ccc([N+](=O)[O-])cc2)c1OC	-7
O=C(CSc1nc(=O)n(Cc2cccnc2)c2c1CCC2)Nc1nc2ccccc2s1	-7
O=C(NCCOc1ccccc1)c1cccc([N+](=O)[O-])c1	1
COc1ccc(Br)c(C(=O)N2CCSC(c3ccccc3F)CC2)c1 (configuration not stated)	8
COc1ccc(S(=O)(=O)Nc2ccc3c(c2)CC(=O)N3C)cc1F	9
c1cncc(CSc2nnc(-c3ccco3)o2)c1	-8
COc1nn(C)cc1C(=O)N1CCN(C[C@H](O)c2ccco2)CC1	-1
O=C(CSc1ncnc2c(-c3ccccc3)c[nH]c12)NCc1ccc(Cl)cc1	-5
CCOc1cc(C2CC(=O)NC(SCC(=O)Nc3cccc(C)c3C)=C2C#N)ccc1O (configuration not stated)	-2
CCOc1ccc(CC(=O)Nc2nc(-c3cc(C)ccc3C)cs2)cc1	-9
Cc1nc2ccc(NC(=O)c3ccc([N+](=O)[O-])cc3)cc2c(=O)n1-c1ccc(F)cc1	12
O=C(NN=Cc1ccc2cccc(OCc3ccccc3)c2n1)c1ccc(Cl)cc1	3
C=C(C)Cn1c([C@H]2CC(=O)N(c3ccc(C)c(Cl)c3)C2)nc2ccccc21	-8
COc1ccc(-c2ccc(NC(=O)C(F)(F)F)cc2)nn1	3
COc1cc2c(cc1OC)C(COc1cccc(C(F)(F)F)c1)N(C(=O)CCCCl)CC2 (configuration not stated)	16
O=C(NCCOc1ccc(-c2ccco2)nn1)c1cccs1	5
COc1ccc(NC(=O)CSc2cc(C)nc(-c3cnccn3)n2)cc1OC	-1
COc1ccc2c(c1)CCN(C(=O)c1csc(-c3cnccn3)n1)C2	-6
COc1cccc(S(=O)(=O)Nc2cccc(Cl)c2)c1	-18
CO[C@@H](CNC(=O)Cc1c(C)noc1C)c1ccc(Cl)s1	-11
O=C(NCCc1cccs1)c1c[nH]c(=O)n(Cc2ccccc2Cl)c1=O	-3
O=C(c1cc(-c2ccco2)on1)N1CCOC(c2cc(Cl)cc(Cl)c2)C1 (configuration not stated)	-12
CCS(=O)(=O)N1CCCc2cc(NS(=O)(=O)c3cccc(C)c3)ccc21	7
O=C(NCC1CCN(c2ccccn2)CC1)NC(c1ccccc1)c1ccccc1	8
O=C(CSc1ccc(-c2ccncc2)nn1)N1CCCc2ccccc21	32
CCOC(=O)N1CCN(C(=O)CCn2c(=O)[nH]c3ccccc3c2=O)CC1	-15
CCOC([O-])=Nc1sn[n+](C)c1C	4
CC(=NNC(=O)c1nnn(-c2nonc2N)c1CSc1ccccc1)c1cccnc1	3
O=C(CCCSc1ccccc1)Nc1ccc2ncsc2c1	-11&-7
COc1ccc2oc(C(=O)Nc3ccc(F)cc3)cc(=O)c2c1	-1
COc1ccc(-c2ccc(=O)n(CCCC(=O)NC(C)C)n2)cc1	-8
CC(=NNC(=O)c1ccncc1)c1ccccc1	-16
O=C(CSc1ccc(F)cc1)Nc1nc2c(s1)COCC2	-12

(list continues)
structure	PriA SSB inh
CC(C)c1c(C(=O)NN=Cc2cccc3ccccc23)nnn1-c1nonc1N	-2
O=C(Nc1nc2c(F)cc(F)cc2s1)c1ccno1	-7
COc1ccc(S(=O)(=O)C2CN(C(=O)CCc3c(C)noc3C)C2)cc1	-14
COc1ccc(-c2coc3c4c(ccc3c2=O)OCN(CCN2CCOCC2)C4)cc1OC	-18
CCOc1ccc2ccccc2c1C(=O)NCc1nc(C)no1	-2
O=C(Nc1nnc(-c2cccs2)o1)c1ccc(Br)s1	-14
COCCN(Cc1ccoc1)S(=O)(=O)c1ccc2oc(=O)n(C)c2c1	-3
O=C(NCCN1CCOC(c2ccccc2)C1)C(=O)NC1CCCCC1 (configuration not stated)	-7
Cc1ccn(-c2ccc(NCCNC(=O)COc3ccc(-n4cccn4)nn3)nn2)n1	-5
COc1ccc(CC(=O)Nc2ccc(-c3cn4c(C)csc4n3)cc2)cc1OC	-3&14
CC(C)Cc1ccc(C(C)c2nc3ccccc3n2CC(N)=O)cc1 (configuration not stated)	-13
CCOC(=O)c1ccc(NC(=O)COc2cccc3c2CCN(Cc2cccnc2)C3=O)cc1	-13&4
O=C(Cc1ccc(F)cc1)NCC1CCN(Cc2ccco2)CC1	-4
COCC1=C(C(=O)OC(C)OC(=O)OC(C)C)N2C(=O)[C@@H](NC(=O)C(=NOC)c3csc(N)n3)[C@H]2SC1 (some centres not stated)	-7
CCc1ccc(S(=O)(=O)NCC(C)(O)COC)cc1 (configuration not stated)	0
C=CCOc1ccc(C=NNC(=O)CN2CCOCC2)cc1OCC	1
O=S(=O)(CCc1ccccc1)NCC1(CO)CC1	-3
CCOC(=O)C1CCCN(S(=O)(=O)c2cccc([N+](=O)[O-])c2)C1 (configuration not stated)	2
CCN(CC)CCN1C(=O)C(=O)C(=C(O)c2c(C)[nH]c(C(=O)OC)c2C)C1c1ccccc1 (configuration not stated)	5
Cc1ccc(NC(=O)NCC#CCN(C)C)cc1C	-11
O=C(NCCn1ccnc1C1CC1)c1noc2c1CCCC2	5
CCOc1ncc(NS(=O)(=O)c2cccs2)c(N(C)C)n1	17
O=C(Cn1cnc(-c2ccc(F)cc2)cc1=O)N1CCN(CCc2ccccc2)CC1	4
Cc1cccc(S(=O)(=O)c2c(N)n(N=Cc3cccnc3)c3nc4ccccc4nc23)c1	1
NC(CS(=O)(=O)c1ccc(F)cc1)=NO	-5
Cc1noc(C)c1CC(=O)NC1CCC(Oc2cnccn2)CC1 (configuration not stated)	2
Cc1nc2c([nH]1)CC(C(=O)NC1c3ccccc3CC1O)CC2 (configuration not stated)	-4
O=C(Nc1cc(=O)[nH]c(=O)[nH]1)C(c1ccccc1)c1ccccc1	-1
COc1ccc(C2C(=C(O)c3ccc(C)cc3)C(=O)C(=O)N2CC2CCCO2)cc1OC (configuration not stated)	-14
CC(Oc1cccc2cccnc12)C(=O)NN=Cc1ccc2c(c1)OCO2 (configuration not stated)	-10

Among those listed so far, these have bromine:
structure	PriA SSB inh
COc1ccc(Br)c(C(=O)N2CCSC(c3ccccc3F)CC2)c1 (configuration not stated)	8
O=C(Nc1nnc(-c2cccs2)o1)c1ccc(Br)s1	-14

(continued)
structure	PriA SSB inh
COc1ccc(C=NN=C2NC(=O)C(CC(=O)O)S2)cc1OCc1ccccc1Cl (configuration not stated)	-10
COC(=O)c1ccccc1NC(=O)Cn1cnc2c(sc3nc(C)cc(C)c32)c1=O	-4
CCNC(=O)N1CCC(COCc2cc(OC)cc(OC)c2)CC1	-9
Cc1cccc(S(=O)(=O)Nc2ccc(Cl)c(Cl)c2)c1	-28
Cn1cc(C(=O)Nc2ccc3c(c2)C(=O)Nc2ccccc2O3)nn1	3
O=C1NC2=C(C(=O)N(CC3CCCO3)C2)C(c2ccccc2Cl)N1 (configuration not stated)	-2
NC(=O)c1ccc(N2C=C(C(=O)N3CCCCC3)S(=O)(=O)c3ccc(Cl)cc32)cc1	1
COc1cc(C=NNC(=O)C(C)Nc2n[nH]c(=O)[nH]c2=O)ccc1O (configuration not stated)	1
CC1SC(=NS(=O)(=O)c2ccc(F)cc2)N(C2CCCCC2)C1=O (configuration not stated)	-4
CNc1nn(CC(=O)Nc2ccc(C(C)C)cc2)c(N)c1-c1nc(-c2cccc(Cl)c2)no1	-7
O=C(c1cc(-c2cccs2)on1)N1CCN(c2ccc(-n3cncn3)nn2)CC1	-3
O=C1OC2(CCN(C(=O)COc3ccc(Cl)cc3Cl)CC2)c2ccccc21	-28
COc1ccc(NC(=O)NC[C@](C)(O)CSC)cc1OC	-19
CC(C)N(CC#CCNC(=O)CSc1ccc(F)cc1)C(C)C	-1
COc1ncccc1C(=O)NCc1sc(-c2ccccc2Cl)nc1C	-10
Brc1ccc2c(c1)C=C(c1nnc(-c3ccccn3)o1)CO2	7
C=CCn1c(=NC(=O)/C=C/c2cccc([N+](=O)[O-])c2)sc2cc(S(N)(=O)=O)ccc21	0
CC(C)c1c(C(=O)NN=Cc2ccsc2)nnn1-c1nonc1N	-12
O=C(c1cccc(Oc2ccc(F)cc2)c1)N1CCc2ncncc2C1	-5
COc1cc(COCC2CCN(S(=O)(=O)c3cccc(C(C)=O)c3)CC2)cc(OC)c1	-8
CC(=NOCc1ccc(C#N)cc1)c1ccccc1	-40
O=C(NCC(=O)N1CCOC(c2ccccc2)C1)c1ccccc1Cl (configuration not stated)	-2
Cc1cc(C(=O)NCC2CCN(c3nc4ccccc4o3)CC2)no1	-4
CCC(C)(C)c1ccc(OC[C@@H](O)CN2CCOCC2)c(C(C)(C)CC)c1	-5
Cc1ccc(C(=O)CSc2nnc3scc(-c4ccccc4)n23)cc1C	-9&-4
Cn1ccnc1S(=O)(=O)C1CCN(C(=O)COc2ccccc2F)CC1	-10
CC(CC(=O)O)n1cnc2ccccc21 (configuration not stated)	-9
Cc1cc(-c2nnc(NC(=O)c3ccco3)o2)n(C)n1	17
O=C(CSc1ccc(NC(=O)c2ccco2)nn1)NCC1CCCO1 (configuration not stated)	-4&-4
CCc1c(C)nc(SCC(=O)N2N=C(c3cccs3)CC2c2ccc(OC)cc2)[nH]c1=O (configuration not stated)	23

By substructure: those above with a nitro group on carbon (five)
structure	PriA SSB inh
COc1cccc(C(=O)Nc2ccc([N+](=O)[O-])cc2)c1OC	-7
O=C(NCCOc1ccccc1)c1cccc([N+](=O)[O-])c1	1
Cc1nc2ccc(NC(=O)c3ccc([N+](=O)[O-])cc3)cc2c(=O)n1-c1ccc(F)cc1	12
CCOC(=O)C1CCCN(S(=O)(=O)c2cccc([N+](=O)[O-])c2)C1 (configuration not stated)	2
C=CCn1c(=NC(=O)/C=C/c2cccc([N+](=O)[O-])c2)sc2cc(S(N)(=O)=O)ccc21	0

(listing goes on)
structure	PriA SSB inh
O=C(Nc1nc(-c2ccccn2)cs1)C1CCCCN1S(=O)(=O)c1cccs1 (configuration not stated)	104*
Cc1nn([C@H]2CCS(=O)(=O)C2)c2nc(-c3ccc(F)cc3)cc(C(=O)NCc3ccco3)c12	-3
O=S(=O)(Nc1ccc(-c2ccc3nnc(-c4cccs4)n3n2)cc1)c1ccccc1	-18
COc1ccccc1NC(=O)Cn1nc(-c2ccccc2)c2sc(N3CCCC3)nc2c1=O	-2
O=C(OC1CN(c2nc3c(F)cc(F)cc3s2)C1)c1cnn(-c2ccccc2)n1	2
CCCC=NNC(=O)c1ccccc1O	-10

Exported as labelled records: entries from further up.
COc1nn(C)cc1C(=O)N1CCN(C[C@H](O)c2ccco2)CC1
  PriA SSB inh: -1
O=C(CSc1ncnc2c(-c3ccccc3)c[nH]c12)NCc1ccc(Cl)cc1
  PriA SSB inh: -5
CCOc1cc(C2CC(=O)NC(SCC(=O)Nc3cccc(C)c3C)=C2C#N)ccc1O (configuration not stated)
  PriA SSB inh: -2
